# Assay outcomes: PubChem BioAssay, several laboratories
# HSP90 refold inh – inhibitors of HSP90 luciferase refolding in rabbit reticulocyte lysate. luciferase refolding luminescence, 3 h. inhibition, % at 5.6 µM. hit rate 0.91% among 290,000;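 active = inhibition above the screen-wide mean plus 3 SD, computed separately per campaign, cut at about 16% in these data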;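 also: 0% = DMSO wells and 100% = 60 µM geldanamycin wells; inhibitors lower the luminescence because luciferase stays unfolded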
# IEC-6 tox – kills IEC-6 intestinal cells in KLF5 counter-screen. IEC-6 cytotoxicity, luminescence viability. inhibition, % at 5 µM. hit rate 0.78% among 290,000. AID 1825; in the data active = inhibition above about 22%;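 also: 0% = plate median of test compound wells and 100% = cytotoxic reference compound wells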
# HSF1 inhib – HSF1 inhibition | activity change, negative = inhibition, % at 7.5 µM (by protocol) | NIH3T3-HGL HSE-luciferase, MG132-induced, luminescence 8 h; active compounds read low | hit rate 0.77% among 300,000;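 active = more than half of replicate wells show activity change below -50%, luminescence cut by over half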;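 also: luciferase reports HSF-1 transcriptional activity via heat shock element; 0% = median of DMSO wells and -100% = zero luminescence signal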
# aSyn 5UTR inh – 5' untranslated region of α-synuclein, MLPCN primary screen; hit rate 0.82% among 300,000; inhibition, % (tested at 7.5 µM); AID 1813; alpha-synuclein 5'UTR reporter, inhibitor activity; in the data active = inhibition above about 60%;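 also: H4 neuroglioblastoma cells stably carrying SNCA 5'UTR luciferase fusion; 0% = DMSO wells and 100% = positive control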
# GSK3B inh – blocks human GSK3beta kinase activity | activity score (negative = inhibition), % at 10 µM | P49841 | hit rate 0.038% among 300,000 | AID 2097 | GST-GSK3beta kinase, ADP-Glo luminescence, 60 min; active compounds read low;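 active = more than half of replicate wells score below -50%, meaning over 50% inhibition versus plate controls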;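 also: 0% = median DMSO wells and -100% = median GW8510 positive control wells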
# Target sequence (P49841 whole entry, looked up): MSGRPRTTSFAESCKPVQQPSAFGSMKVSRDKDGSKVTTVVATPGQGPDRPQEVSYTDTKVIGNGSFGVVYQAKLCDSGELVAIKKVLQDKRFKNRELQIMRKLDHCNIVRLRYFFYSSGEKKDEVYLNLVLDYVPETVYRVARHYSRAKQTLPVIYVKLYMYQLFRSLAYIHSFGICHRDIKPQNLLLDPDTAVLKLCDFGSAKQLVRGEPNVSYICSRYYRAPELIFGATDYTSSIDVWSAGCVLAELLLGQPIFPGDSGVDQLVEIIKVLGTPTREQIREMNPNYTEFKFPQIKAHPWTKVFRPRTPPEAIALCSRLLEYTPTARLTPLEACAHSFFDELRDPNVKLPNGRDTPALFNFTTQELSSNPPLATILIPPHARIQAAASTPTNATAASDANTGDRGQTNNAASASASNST
#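 test system = GST-tagged human GSK3beta kinase, cell-free | reagent = 25 µM ATP with peptide substrate | dosing = one dose of 10 µM per compound | schedule = 60 min reaction, RT | detection = luminescent ADP-Glo measurement of ADP formed | control set = DMSO neutral wells and GW8510 at 20 µM as positive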
# DYRK1A inh – inhibitors of rat Dyrk1A kinase | Q63470 | ADP-Glo luminescence, NFATc1 peptide | inhibition, % at 12.5 µM | hit rate 0.43% among 310,000 | AID 504441; in the data active = inhibition above about 50%;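 also: plate controls were vehicle with enzyme for no effect and no enzyme for full effect; many of its hits are not listed in these tables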
# GSK3A inh – inhibitors of human GSK-3 alpha kinase. P49840. ADP-Glo luminescence, 60 min. hit rate 0.1% among 320,000. inhibition, % at 10 µM. AID 2650;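 in the data active = inhibition above about 50%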;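 also: GST-tagged GSK-3 alpha with peptide substrate and 25 µM ATP; 0% = DMSO neutral wells and 100% = GW8510 positive control wells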
# Target sequence (P49840 whole entry, looked up): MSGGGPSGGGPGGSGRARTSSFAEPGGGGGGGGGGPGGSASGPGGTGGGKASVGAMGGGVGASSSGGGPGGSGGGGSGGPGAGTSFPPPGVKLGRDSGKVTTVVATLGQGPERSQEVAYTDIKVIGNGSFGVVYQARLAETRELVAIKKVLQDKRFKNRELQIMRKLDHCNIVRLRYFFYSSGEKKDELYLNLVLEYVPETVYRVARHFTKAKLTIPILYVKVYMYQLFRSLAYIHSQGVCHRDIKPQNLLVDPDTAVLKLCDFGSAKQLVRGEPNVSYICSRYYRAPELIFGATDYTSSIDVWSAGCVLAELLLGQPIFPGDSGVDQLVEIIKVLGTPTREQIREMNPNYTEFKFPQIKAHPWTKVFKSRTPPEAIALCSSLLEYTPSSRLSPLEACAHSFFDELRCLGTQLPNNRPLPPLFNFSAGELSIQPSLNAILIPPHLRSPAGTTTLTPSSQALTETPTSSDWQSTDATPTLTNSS
# Platelet DG rel – modulates dense granule release in human platelets | human platelet-rich plasma, SFLLRN dense granule ATP release, luminescence | AID 1663 | inhibition, %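 (compounds screened at 7.5 µM in platelet-rich plasma)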 | hit rate 0.22% among 300,000;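 active = mean replicate score, as percent of positive control, at or above 50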
# HSF-1 act – increases HSF-1 driven luciferase reporter signal; NIH3T3-HGL HSF-1 luciferase reporter, MG132, 8 h; 100% = twice DMSO control signal; activation, % at 9 µM; hit rate 1.7% among 300,000;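 active = mean replicate activation of at least 50% with a set share of replicates each reaching 50%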;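 also: 0% = median of the neutral control wells and 100% = twice that signal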
# KLF5 inhibitor – suppresses KLF5 promoter-driven expression; DLD-1 KLF5 promoter-luciferase reporter, luminescence; inhibition, % at 5 µM; hit rate 0.23% among 290,000;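 active = inhibition above a per-plate limit of that plate's mean compound inhibition plus 3 SD, cut at about 60% in these data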;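 also: 0% = DMSO wells and 100% = LY294002 at 200 µM; higher means less KLF5 promoter-driven luciferase light; inactives centre near -14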
# * hit, by the source's call; · = no result given. Only part of the results is shown; rates above refer to the full screens.
SMILES,HSP90 refold inh,IEC-6 tox,HSF1 inhib,aSyn 5UTR inh,GSK3B inh,DYRK1A inh,GSK3A inh,Platelet DG rel,HSF-1 act,KLF5 inhibitor
O=S(=O)(NC1CCCCC1Nc1ccc(Cl)cc1)c1ccccc1 (stereo not drawn),6,2,7,14,0,1,0,-3,12,-23
O=C(NCc1nnc(SCC(=O)N2CCCCC2)o1)c1c(F)cccc1Cl,-2,-2,-3,15,·,-3,-2,-1,-5,-42
CN(c1ccc(Cl)cc1)c1cc(=O)n(C)c2ccccc12,3,6,-32,38,-5,22,2,-5,-47,31
O=C(Cn1cnc2sc(-c3ccccc3)cc2c1=O)NCCc1ccccc1,-1,-8,0,-15,2,1,1,4,8,-26
Nc1ccc(Cl)c(-c2nc3ncccc3o2)c1,-2,-2,-1,-29,2,-2,0,1,-5,-34
COc1ccc(C(C(=O)NCC2CCCO2)N(C(=O)CNC(=O)c2ccco2)c2ccc(C)c(C)c2)cc1OC (stereo not drawn),-4,-4,-1,-32,0,-2,-2,-3,13,-32
OC1CCN(C(=S)NCCc2ccccc2)CC1,2,4,2,-10,0,3,5,8,5,-14
Cc1ccc(-c2nnn(CCC(=O)NC(C)(C)C)n2)cc1,-3,0,-13,-80,2,-1,1,-2,-18,-30
Cc1cccnc1NC(=S)Nc1ccc(F)cc1F,-3,-3,-13,-74,1,0,0,-23,4,-47
CCc1ccc(CN(C)C(=O)CCc2nnc(CCc3cccc(OC)c3)o2)nc1,6,0,-1,-19,0,-3,0,4,20,-2
CCOc1cc(S(=O)(=O)NC2CC2)c(OCC)cc1-n1cnnn1,5,4,6,14,-2,-2,0,-2,6,8
O=C(CSc1nnc(-c2ccncc2)o1)NCc1ccccc1,-3,-11,9,-17,-8,1,10,-2,-6,-8
CCOC(=O)C1CCCN(C(=O)C2CCN(c3nnc(-n4cccc4)s3)CC2)C1 (stereo not drawn),0,-7,0,7,0,1,0,5,17,-14
Cc1cccc(Nc2ccc([N+](=O)[O-])cc2C(=O)O)c1,-5,4,6,-53,-5,-3,·,-15,22,-30
Cc1cccc(OCC(=O)Nc2ccc(CN3CCOCC3)cc2)c1C,-2,-2,3,0,0,2,-2,-30,6,-30
Cc1cccc(NC(=O)CSc2nnc(Cc3ccccc3)o2)c1,2,-12,3,-6,1,4,3,-2,8,-8
COc1ccccc1CNC(=O)c1ccccc1N,-6,3,-1,-37,1,1,-2,-6,-7,-26
CCN(c1ccc(OCC(=O)OCC(=O)Nc2ccc(F)c(F)c2F)cc1)S(=O)(=O)c1ccccc1,2,-2,·,·,·,4,-4,·,·,1
Cc1ccc(C(=O)NCCc2ccc(S(=O)(=O)N3CCCC3)cc2)cc1,3,5,1,-8,0,-4,1,-7,18,-2
CC1CCCN(C(=O)C2c3ccccc3C(=O)N3CCc4ccccc4C23)C1 (stereo not drawn),1,3,-7,1,0,-17,-2,-6,4,-1
O=C(/C=C/c1ccco1)Nc1ccc(N2CCCC2)cc1,-3,-1,33,-207,4,-6,-1,4,64*,-131
COc1cc(C(=O)NC(C)CCc2ccccc2)cc(OC)c1OC (stereo not drawn),4,5,1,16,1,-3,1,-6,12,7
Fc1cccc(CNCc2ccc3c(c2)OCO3)c1,-2,-9,5,-20,1,0,0,1,-7,-40
COc1ccc(C(C)=O)cc1COc1cccc2cccnc12,2,7,2,12,6,-2,·,2,2,-12
CCCOc1ccc(-c2nc3c(c(=O)[nH]c(=O)n3Cc3ccccc3)n2CCO)cc1OCC,4,6,9,30,0,-5,3,2,16,-9
# (more compounds)
SMILES,HSP90 refold inh,IEC-6 tox,HSF1 inhib,aSyn 5UTR inh,GSK3B inh,DYRK1A inh,GSK3A inh,Platelet DG rel,HSF-1 act,KLF5 inhibitor
COc1ccc(NC(=O)C2CCCN(c3nc(C)cc(C)n3)C2)cc1 (stereo not drawn),-4,-5,3,21,3,-4,-5,-1,13,-5
CC(=O)c1sc(NC(=O)c2ccc(C(C)(C)C)cc2)nc1C,30*,4,-15,-107,-3,·,2,-2,-13,-8
COc1ccccc1NC(=O)C/C(N)=N/O,-3,6,7,-3,2,-3,2,2,-11,-12
COc1ccc(NS(=O)(=O)c2ccc(C)c(C(=O)NCC(c3cccs3)N3CCOCC3)c2)cc1 (stereo not drawn),·,·,5,9,0,-2,-1,-13,10,·
CCCS(=O)(=O)N1CCC(C(=O)N2CCC(Cc3ccccc3)CC2)CC1,2,-2,-2,6,-3,-4,-1,-3,0,-26
CCNc1nc(CSc2ccccc2)nc2sc(C)c(C)c12,0,-4,13,13,-1,-14,-5,15,31,-38
COc1ccc(C(C)=O)cc1COc1cccnc1[N+](=O)[O-],-2,18,-12,-53,-1,3,-3,-1,-12,14
Cc1cc(=O)[nH]c(-c2ccc(C(F)(F)F)cc2)n1,5,0,2,11,1,2,-1,1,9,-30
COc1ccc(Nc2oc(-c3ccccc3F)nc2C#N)cc1,0,-1,0,-103,1,-1,-2,-6,4,-1
COc1cc(NC(=O)C2CC(c3ccccc3O)=NO2)c(OC)cc1Cl (stereo not drawn),-1,4,0,17,-2,-7,-3,2,21,-11
O=C(CNC(=O)C1CCCCC1)NC1CCCCC1,-1,-1,-32,-14,4,6,0,-6,-45,-43
O=C(CCS(=O)(=O)c1ccccc1)NC1CCCC1,-1,-1,12,0,-2,-2,-3,7,28,-61
O=C(COc1cc(O)c2c(=O)c3ccccc3oc2c1)OCc1ccccc1,5,-1,·,-25,-1,-2,0,-1,·,9
CC1(c2ccccc2)NC(=O)N(CC(=O)Nc2ccc3c(c2)OCO3)C1=O (stereo not drawn),0,-8,-15,10,0,0,-2,8,-37,-12
COc1ccccc1N(C)S(=O)(=O)c1ccc(C(=O)OCC(=O)NCc2cccs2)cc1,2,5,-4,-7,0,-5,0,-7,8,0
O=C(Nc1ccc(F)cc1)c1ccccc1S(=O)(=O)c1ccccc1[N+](=O)[O-],3,6,0,-57,0,1,-1,5,2,-45
Cc1ccc(S(=O)(=O)NN=C2C3CC4CC(C3)CC2C4)cc1,·,·,-6,0,1,2,-2,-14,-2,·
CCCCc1ccc(NC(=S)N2CCC(O)CC2)cc1,2,-7,-14,-40,-1,-5,-1,0,-3,-15
Cc1cccc(C)c1N(CC(=O)NC1CCCCC1)C(=O)c1csnn1,9,2,-12,-8,-3,-3,-1,-9,0,0
CC(C(=O)Nc1ccccc1-c1ccccc1)N1CCN(C(=O)c2ccccc2)CC1 (stereo not drawn),-1,-3,8,11,-2,3,0,-3,30,-30
COc1ccc(Cl)cc1NC(=S)Nc1ccccc1F,-3,5,8,-32,-5,0,1,-7,17,-8
CCOC(=O)Cc1c(C)nc2c(-c3ccc(OC)cc3)c(C)nn2c1C,-3,0,-8,7,2,3,-1,·,2,-27
Brc1ccc(-c2cnc(-c3cccs3)o2)cc1,-3,2,37,-171,-1,-2,0,2,45,-10
Cc1nc2nc(Cc3ccccc3)[nH]n2c(=O)c1Cc1ccccc1,2,1,·,·,·,0,-2,·,·,-4
O=c1[nH]c(CCC2CCCC2)nc2ccccc12,-5,2,12,-46,0,7,13,-10,10,-27
# (cont.)
SMILES,HSP90 refold inh,IEC-6 tox,HSF1 inhib,aSyn 5UTR inh,GSK3B inh,DYRK1A inh,GSK3A inh,Platelet DG rel,HSF-1 act,KLF5 inhibitor
Cn1nccc1C(=O)N1CCCC(C(=O)c2ccc(C(F)(F)F)cc2)C1 (stereo not drawn),2,-3,-3,3,3,2,-1,13,2,-2
Cc1cc(NS(=O)(=O)c2c(C)[nH]c(=O)[nH]c2=O)ccc1Br,3,-5,0,3,2,0,-4,0,6,-44
CC(=O)Nc1ccc(S(=O)(=O)Nc2ccc3c(c2)OCCO3)cc1Cl,2,0,-1,-12,-25,·,-1,-1,3,-23
O=C(O)CCNC(=O)c1ccc(NC(=O)Cc2ccc(Cl)cc2)cc1,-3,3,-3,-8,2,1,3,-1,-10,-4
COc1ccc(Cl)cc1C(=O)NCc1ccc2c(c1)OCO2,0,0,0,-17,-2,-4,-2,-1,-5,-20
COc1cc(CC(=O)Nc2cccc(C(F)(F)F)c2)cc(OC)c1OC,2,7,-1,4,0,-6,2,-6,27,0
CNc1oc(-c2ccccc2F)nc1S(=O)(=O)c1ccc(C)cc1,-6,-8,-4,6,0,-3,3,2,-17,-25
CCOc1ccc(CCNC(=O)C(O)c2ccccc2)cc1 (stereo not drawn),-3,0,2,-2,0,-6,1,-5,-10,42
Cc1ccc2nc(SC(C(=O)Nc3ccc(F)cc3)c3ccccc3)[nH]c2c1 (stereo not drawn),0,12,1,-26,2,-2,0,-2,47,12
O=C(c1ccc(Br)o1)N1CCCc2ccccc21,0,7,1,-14,1,9,0,0,7,-11

# Grouped by structure, the compounds so far with a Cl atom
SMILES,HSP90 refold inh,IEC-6 tox,HSF1 inhib,aSyn 5UTR inh,GSK3B inh,DYRK1A inh,GSK3A inh,Platelet DG rel,HSF-1 act,KLF5 inhibitor
O=S(=O)(NC1CCCCC1Nc1ccc(Cl)cc1)c1ccccc1 (stereo not drawn),6,2,7,14,0,1,0,-3,12,-23
O=C(NCc1nnc(SCC(=O)N2CCCCC2)o1)c1c(F)cccc1Cl,-2,-2,-3,15,·,-3,-2,-1,-5,-42
CN(c1ccc(Cl)cc1)c1cc(=O)n(C)c2ccccc12,3,6,-32,38,-5,22,2,-5,-47,31
Nc1ccc(Cl)c(-c2nc3ncccc3o2)c1,-2,-2,-1,-29,2,-2,0,1,-5,-34
COc1cc(NC(=O)C2CC(c3ccccc3O)=NO2)c(OC)cc1Cl (stereo not drawn),-1,4,0,17,-2,-7,-3,2,21,-11
COc1ccc(Cl)cc1NC(=S)Nc1ccccc1F,-3,5,8,-32,-5,0,1,-7,17,-8
CC(=O)Nc1ccc(S(=O)(=O)Nc2ccc3c(c2)OCCO3)cc1Cl,2,0,-1,-12,-25,·,-1,-1,3,-23
O=C(O)CCNC(=O)c1ccc(NC(=O)Cc2ccc(Cl)cc2)cc1,-3,3,-3,-8,2,1,3,-1,-10,-4
COc1ccc(Cl)cc1C(=O)NCc1ccc2c(c1)OCO2,0,0,0,-17,-2,-4,-2,-1,-5,-20
